D1 antagonist = human D1 dopamine receptor antagonism; 360,000 compounds, 3.2% hits; HEK293 TREx D1 cells, calcium flux, dopamine EC80; active compounds read low; AID 504652; activity change, negative = inhibition, % at 10 µM; in the data active = activity change below about -30%; note: % is set by controls: 0 for no effect and ±100 for the full control effect
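After overnight tetracycline induction at 30 C, force-coupled D1 HEK293 cells took up a no-wash calcium dye at room temperature. Compounds were added and monitored 180 s, and the response to EC80 dopamine was then recorded.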
D2 potentiator = positive allosteric modulators of human D2 dopamine receptor; AID 485347; 340,000 compounds, 0.34% hits; potentiation, % at 10 µM; HEK293 T-REx D2, calcium flux, EC20 dopamine potentiation;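 active = potentiation over 3 SD above the plate norm, cut at about 30% in these data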; note: 0% is about no effect
Target sequence (P14416 whole entry, looked up): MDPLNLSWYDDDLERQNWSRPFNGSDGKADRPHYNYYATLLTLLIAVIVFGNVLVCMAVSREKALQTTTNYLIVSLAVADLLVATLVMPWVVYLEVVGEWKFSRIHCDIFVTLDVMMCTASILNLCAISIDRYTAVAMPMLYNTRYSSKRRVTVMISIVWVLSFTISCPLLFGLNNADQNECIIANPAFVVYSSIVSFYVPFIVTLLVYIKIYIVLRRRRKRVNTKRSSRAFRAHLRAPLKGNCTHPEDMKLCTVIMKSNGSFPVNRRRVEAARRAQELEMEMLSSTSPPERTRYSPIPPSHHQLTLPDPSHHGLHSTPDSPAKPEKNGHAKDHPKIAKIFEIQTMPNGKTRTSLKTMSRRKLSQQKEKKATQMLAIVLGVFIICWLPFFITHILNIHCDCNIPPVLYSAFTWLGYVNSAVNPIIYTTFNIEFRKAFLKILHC
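Potentiation of an EC20 dopamine calcium response is measured in a force-coupled, tetracycline-inducible Hek293 Trex D2 line. Compound-only kinetic reads over 180 s flag agonists before dopamine addition.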
D1 agonist = agonists of human D1 dopamine receptor | HEK293 T-REx D1 cells, calcium flux, agonist mode | activation, % at 2 µM | 360,000 compounds, 1% hits | AID 504660; note: 0% is about no effect
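Tetracycline-induced HEK293 TREx D1 cells, force-coupled to calcium signalling, were dye-loaded with a no-wash calcium kit. Compound was pin-added after a 10 s baseline. Fluorescence was read kinetically at 1 cycle/s for 180 s, with calcium rises flagged as agonism.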
TRHR ag = TRH receptor (human) agonism; 360,000 compounds, 0.18% hits; TRHR cells, calcium flux fluo-8, FDSS agonist mode; activation, % at 2 µM; P34981; note: 0% is about no effect
Target sequence (P34981 whole entry, looked up): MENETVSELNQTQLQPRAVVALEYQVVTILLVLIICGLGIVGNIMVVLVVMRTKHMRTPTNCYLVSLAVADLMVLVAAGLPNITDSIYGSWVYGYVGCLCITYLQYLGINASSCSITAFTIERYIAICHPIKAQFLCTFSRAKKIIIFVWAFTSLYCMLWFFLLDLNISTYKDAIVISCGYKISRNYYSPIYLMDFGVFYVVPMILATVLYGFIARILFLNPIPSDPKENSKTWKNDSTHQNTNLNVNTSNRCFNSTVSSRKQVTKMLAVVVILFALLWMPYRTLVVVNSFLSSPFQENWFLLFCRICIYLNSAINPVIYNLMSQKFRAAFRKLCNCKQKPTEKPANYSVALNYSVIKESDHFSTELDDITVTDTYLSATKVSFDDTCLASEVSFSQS
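TRHR-expressing cells loaded with fluo-8 calcium dye; 23 nL library compound pin-transferred, kinetic FDSS fluorescence (Ex 480/Em 530) recorded about 180 s for agonist-induced calcium release, before a 10 nM TRH EC20 addition for potentiator mode.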
D2 antag = antagonizes the human D2 dopamine receptor; P14416; HEK293 TREx D2 cells, calcium flux, dopamine EC80; inhibition, % at 10 µM; 340,000 compounds, 2% hits; in the data active = inhibition above about 30%; note: 0% is about no effect
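Tetracycline-induced HEK293 TREx cells expressing D2 receptor forced-coupled to calcium signalling, loaded with no-wash calcium dye. Compounds added and calcium flux read 180 s, then dopamine added at EC80 and read a further 180 s.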
D1 PAM = potentiators of human D1 dopamine receptor | P21728 | HEK293 TREx D1 cells, calcium flux, dopamine EC20 potentiation | potentiation, % at 10 µM | 360,000 compounds, 0.036% hits; in the data active = potentiation above about 30%; note: 0% is about no effect
TRHR PAM = TRH receptor (human) allosteric enhancement; enhancement, % at 2 µM; AID 493056; P34981; TRHR cells, fluo-8 calcium fluorescence, EC20 TRH enhancement; 360,000 compounds, 0.66% hits; in the data active = enhancement above about 30%; note: 0% is about no effect
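TRHR-expressing cells loaded with fluo-8 calcium dye were read kinetically (ex 480/em 530) during compound addition, then stimulated with an EC20 of TRH (10 nM final). Enhancement of the Gq-mediated intracellular calcium response was scored.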
RXFP1 antag = antagonists of human relaxin receptor RXFP1; 350,000 compounds, 0.59% hits; Q9HBX9; activity change, negative = inhibition, % at 57.5 µM; AID 1259400; HEK293-RXFP1, relaxin-stimulated cAMP HTRF, 30 min; active compounds read low;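 active = activity change of -60% or lower, but not beyond a set lower limit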; note: % is set by controls: 0 for no effect and ±100 for the full control effect
D2 ag = D2 dopamine receptor (human) agonism | activation, % at 2 µM | 340,000 compounds, 0.53% hits | HEK293 T-REx D2 cells, calcium flux agonist mode | P14416;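 active = activation over 3 SD above normal in the single-dose calcium agonist read, cut at about 30% in these data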; note: 0% is about no effect
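HEK293 Trex D2 cells, tetracycline-induced, o/n 30 C 5% CO2; no-wash Ca dye, RT 30–90 min; 10-cycle baseline, 23 nl cpd added, kinetic Ca read 180 s; agonist hits = positive Ca response.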
Active calls of the source: *; . = not tested or not shown. Cut-off read from the data, not from the text of the source, unless noted: active = activation above about 30%; inactive = the rest.

1. Cc1ccccc1-c1nc2scc(CCNC(=O)C(=O)Nc3ccc(F)cc3F)n2n1
2. Cc1ccc(C(C)C)c(OC(=O)/C=C/c2ccccc2)c1
3. Cn1cc(Br)c(NS(=O)(=O)c2ccc(Cl)s2)n1
4. Cc1ccc(S(=O)(=O)N2CCN(C(=O)Cc3sc(C)nc3-c3ccc(F)cc3)CC2)c(C)c1
5. Cc1ccc2cc3c(nc2c1)N(c1ccccc1)CC3
6. CCN(CC(=O)Nc1c(F)cccc1F)C(=O)CN1C(=O)c2ccccc2C1=O
7. CCOc1ccc(N2CC(C(=O)Nc3ccc(S(=O)(=O)Nc4nccs4)cc3)CC2=O)cc1 (configuration not stated)
8. CC(C)(C)c1ccc(C(=O)NNC(=O)c2ccncc2)cc1
Assay by compound	1	2	3	4	5	6	7	8
D1 antagonist	3	4	-9	8	-8	0	-9	-9
D2 potentiator	9	4	-5	2	7	-6	2	7
D1 agonist	3	10	2	1	1	3	2	4
TRHR ag	-0.3	0.3	0.5	-0.9	-0.1	-0.5	0.1	0.4
D2 antag	.	10	0	-6	-5	1	32*	1
D1 PAM	4	4	0	-2	5	5	-6	0
TRHR PAM	4	-3	3	2	-1	-14	-4	-3
RXFP1 antag	-8	-18	-4	-15	-30	-10	0	6
D2 ag	-1.2	3.2	7.3	1.1	0.0	0.2	0.6	0.5

9. Cc1cccc(NC(=S)NCCc2ccccn2)c1
10. CCc1ccc(OCC(=O)NNC(=O)c2cnccn2)c(Br)c1
11. C[C@H]1CN=C(N(C)C)N1CC1CCC(C(C)(C)C)CC1 (some centres not stated)
12. Cc1cc(NC(=O)CCC(=O)N(c2ccccc2)C(C(=O)NC2CCCC2)c2ccccc2F)no1 (configuration not stated)
13. CCCCCCCn1c(=N)n(CC(=O)c2ccco2)c2ccccc21
14. COc1ccccc1C(=O)N/N=C(\C)c1ccc(NC(=O)Cc2ccccc2)cc1
15. CCCCN=c1scc(-c2ccc3c(c2)NC(=O)CO3)n1N=C1CCCC1
16. CCN(CC(=O)Nc1c(F)cccc1F)C(=O)c1ccc(=O)n(Cc2ccccc2)n1
Assay by compound	9	10	11	12	13	14	15	16
D1 antagonist	13	-4	14	0	4	-5	-2	2
D2 potentiator	-9	-7	-3	-9	3	-8	.	7
D1 agonist	8	0	5	1	3	2	4	4
TRHR ag	-0.3	-0.7	0.5	-0.6	0.6	0.4	1.0	0.0
D2 antag	-6	-22	0	-4	-19	13	.	0
D1 PAM	-2	-13	-6	6	0	-10	-3	-3
TRHR PAM	8	8	0	-3	4	-4	3	19
RXFP1 antag	-1	-10	.	13	-23	-3	2	-5
D2 ag	0.1	-0.9	0.7	0.7	-0.1	0.7	.	0.3

17. COc1ccccc1N1CCN(C(=O)c2cc(=O)c3c(C)cc(C)cc3o2)CC1
18. CCOc1ccc(Nc2nc(N3CCCCC3)nc(N3CCCCC3)n2)cc1
19. Fc1ccc(/C=N/N2CCCCC2)c(F)c1
20. Cc1ccc2c(=O)cc(C(=O)Nc3sc4c(c3C(=O)NCC3CCCO3)CCC4)oc2c1 (configuration not stated)
21. O=c1[nH]c2ccccc2c2cn(-c3ccccc3)nc12
22. COc1ccc(-c2[nH]ncc2CN(C)CCc2c(C)n[nH]c2C)c(F)c1
23. COc1ccc(NC(=O)CCSc2nnnn2C)cc1
24. O=C(Oc1ccc(-c2csnn2)cc1)C1CC1
Assay by compound	17	18	19	20	21	22	23	24
D1 antagonist	-2	8	4	-13	4	2	-5	0
D2 potentiator	0	-16	8	5	-1	-4	-15	-3
D1 agonist	1	-1	-1	0	0	1	7	1
TRHR ag	-0.6	0.5	-1.1	0.1	-0.6	0.2	-0.2	-0.1
D2 antag	-2	-7	1	.	9	5	5	-14
D1 PAM	3	8	9	-1	1	0	5	2
TRHR PAM	9	-5	4	-3	0	1	2	1
RXFP1 antag	-1	-8	5	-7	-10	6	-15	-22
D2 ag	0.7	1.1	-2.3	0.7	-0.7	7.6	-0.2	-0.2

Structural class: the compounds so far containing two or more sulfur atoms
3. Cn1cc(Br)c(NS(=O)(=O)c2ccc(Cl)s2)n1
4. Cc1ccc(S(=O)(=O)N2CCN(C(=O)Cc3sc(C)nc3-c3ccc(F)cc3)CC2)c(C)c1
7. CCOc1ccc(N2CC(C(=O)Nc3ccc(S(=O)(=O)Nc4nccs4)cc3)CC2=O)cc1 (configuration not stated)
Assay by compound	3	4	7
D1 antagonist	-9	8	-9
D2 potentiator	-5	2	2
D1 agonist	2	1	2
TRHR ag	0.5	-0.9	0.1
D2 antag	0	-6	32*
D1 PAM	0	-2	-6
TRHR PAM	3	2	-4
RXFP1 antag	-4	-15	0
D2 ag	7.3	1.1	0.6

Back to the main list; the 2 compounds before the break are reprinted first.
23. COc1ccc(NC(=O)CCSc2nnnn2C)cc1
24. O=C(Oc1ccc(-c2csnn2)cc1)C1CC1
25. CNC(=O)CN1C(=O)CSc2ncccc21
26. Nc1nnc(SCCOc2ccc(Br)cc2)s1
27. O=C(NCc1ccc2c(c1)CCN2C(=O)c1ccc(F)cc1)c1ccc(Br)o1
28. CSCCC(NC(=O)c1ccccc1Br)C(=O)NCC1CCCCC1 (configuration not stated)
29. OCCCNc1nc(-c2ccc(Br)cc2)nnc1-c1ccc(Cl)cc1
30. COc1ccccc1NC(=O)c1ccc(COc2ccc(C)c(C)c2)o1
31. CC(C)CCNc1c(-c2cccs2)nc2ccccn12
32. Cc1nc2ccccc2nc1NS(=O)(=O)c1ccc(N)cc1
Assay by compound	23	24	25	26	27	28	29	30	31	32
D1 antagonist	-5	0	-2	12	1	9	-21	-6	-25	-12
D2 potentiator	-15	-3	23	-4	4	3	-5	0	10	8
D1 agonist	7	1	2	3	3	0	3	20	19	3
TRHR ag	-0.2	-0.1	-0.3	-1.6	-0.6	-0.1	0.9	1.0	0.4	-0.8
D2 antag	5	-14	12	-1	.	1	-1	.	-1	-15
D1 PAM	5	2	.	-7	-2	-3	-8	-6	-2	-1
TRHR PAM	2	1	13	2	1	2	-5	5	4	5
RXFP1 antag	-15	-22	.	-8	-17	2	-17	-32	-13	-7
D2 ag	-0.2	-0.2	0.9	-0.2	-0.2	-1.2	0.4	0.6	0.2	-3.7

A different layout for 2 compounds above:
No. | smiles | D1 antagonist | D2 potentiator | D1 agonist | TRHR ag | D2 antag | D1 PAM | TRHR PAM | RXFP1 antag | D2 ag
29 | OCCCNc1nc(-c2ccc(Br)cc2)nnc1-c1ccc(Cl)cc1 | -21 | -5 | 3 | 0.9 | -1 | -8 | -5 | -17 | 0.4
31 | CC(C)CCNc1c(-c2cccs2)nc2ccccn12 | -25 | 10 | 19 | 0.4 | -1 | -2 | 4 | -13 | 0.2

Next results follow.
33. CCC(C)N(C)C1CCN(C(=S)Nc2ccc(OC)cc2)CC1 (configuration not stated)
34. COc1ccccc1N1C(=O)c2cccnc2C1=O
35. Cc1ncc(CO)c(/C=N/NC(=O)c2cc3c(s2)CCCC3)c1O
36. CC(=O)Oc1c(C)c(C)c2c(c1C)CC[C@@](C)(CCC[C@H](C)CCC[C@H](C)CCCC(C)C)O2
37. CN1CC(c2ccccc2)C(c2ccc(Cl)cc2)=N1 (configuration not stated)
38. COc1ccccc1N1CCN(C(=O)c2cn(CC(C)C)c(=O)c3c2c2ccccc2n3C)CC1
39. Cc1ccc(NC(=O)c2ccc3nc(N4CCOCC4)sc3c2)c(Cl)c1
40. Cc1cc(Cl)c(OCCN2C(=O)NC(C)(C)C2=O)c(Br)c1
Assay by compound	33	34	35	36	37	38	39	40
D1 antagonist	-18	5	3	17	3	1	-14	-12
D2 potentiator	5	1	-14	6	9	5	6	14
D1 agonist	-1	2	5	0	1	11	2	4
TRHR ag	-0.5	0.0	14	-1.2	-0.2	2.7	0.0	-0.3
D2 antag	-16	-4	4	1	-10	.	4	11
D1 PAM	-4	-1	1	0	4	0	5	-7
TRHR PAM	4	-3	-4	2	-1	1	0	1
RXFP1 antag	2	5	4	-6	-29	-10	.	-2
D2 ag	-1.7	0.0	1.9	-1.4	-0.3	3.2	0.3	-0.3

41. COc1cccc(/C=C2\SC(=S)N(N3CCOCC3)C2=O)c1OC
42. CCC(C)NCCOCCSc1ccc(Cl)cc1 (configuration not stated)
43. CCn1cc([N+](=O)[O-])c(C(=O)Nc2ccn(C34CC5CC(CC(C5)C3)C4)n2)n1
44. O=C(/C=C/c1ccc2c(c1)OCO2)Nc1nc(-c2ccc(F)cc2)cs1
45. CCCCNC(=O)CN(C1CCCCC1)S(C)(=O)=O
46. Cn1c(=O)[nH]c(=O)c2c1nc(Br)n2Cc1cccc(Br)c1
47. CN(C(=O)CSc1nnc(-c2ccncc2)n1C)C1CCS(=O)(=O)C1 (configuration not stated)
48. Oc1c(Br)cc(Br)cc1C=Nc1ccc2c(c1)OCO2
Assay by compound	41	42	43	44	45	46	47	48
D1 antagonist	10	2	6	-24	-1	-5	3	2
D2 potentiator	6	-23	-4	7	7	3	-11	17
D1 agonist	1	7	5	3	1	10	2	5
TRHR ag	0.0	1.8	-0.2	-0.1	0.7	0.5	0.4	1.3
D2 antag	10	-25	-3	-6	-9	10	5	-2
D1 PAM	-1	-9	-5	-4	-4	3	3	5
TRHR PAM	-9	-9	4	-7	8	-1	1	-1
RXFP1 antag	7	1	-11	.	-4	14	-2	.
D2 ag	22	-0.2	0.9	0.2	0.4	0.3	0.0	0.8

49. Cc1nn(-c2ccccc2)c(Cl)c1/C=N/NC(=O)c1cccnc1
50. Cc1cccc(N2CCN(C(=O)CCS(=O)(=O)c3ccc4c(c3)NC(=O)C(C)S4)CC2)c1C (configuration not stated)
51. COc1cccc(-c2ncc3ccccc3c2COC(=O)c2ccc(Br)cc2)c1
52. Nc1cc(N)nc(SCC(=O)NCCC2=CCCCC2)n1
53. CCOC(=O)c1cccc(NC(=O)NCCc2c(C)nn(C)c2C)c1
Assay by compound	49	50	51	52	53
D1 antagonist	2	-41*	.	2	4
D2 potentiator	4	-8	4	1	-6
D1 agonist	1	12	2	1	2
TRHR ag	-0.2	0.3	0.7	-0.1	-1.1
D2 antag	5	0	-10	.	.
D1 PAM	-9	-1	-1	-2	-1
TRHR PAM	0	4	1	2	0
RXFP1 antag	-9	6	.	-5	.
D2 ag	-0.2	0.0	0.0	.	1.1

Shown as a hit in D2 antag (from the list above):
cpd | mol | D1 antagonist | D2 potentiator | D1 agonist | TRHR ag | D2 antag | D1 PAM | TRHR PAM | RXFP1 antag
7 | CCOc1ccc(N2CC(C(=O)Nc3ccc(S(=O)(=O)Nc4nccs4)cc3)CC2=O)cc1 (configuration not stated) | -9 | 2 | 2 | 0.1 | 32* | -6 | -4 | 0

High-throughput results from PubChem.
